# Assay outcomes as filed in PubChem BioAssay.
# CYP2C9 inhib: blockers of cytochrome P450 2C9 activity – biochemical, luminescence, ADME assay, primary screen; 20% of 96,000 active; AID 777, 2007; inhibition, % at 5 µM; CYP2C9 Supersomes, luciferin-H conversion;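 active = blocking of liver enzyme CYP2C9 beyond about 50% at 5 µM, limit read from the data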; note: values of inactives mirror those of a sister screen read the other way
# Target sequence (P11712 whole entry, looked up): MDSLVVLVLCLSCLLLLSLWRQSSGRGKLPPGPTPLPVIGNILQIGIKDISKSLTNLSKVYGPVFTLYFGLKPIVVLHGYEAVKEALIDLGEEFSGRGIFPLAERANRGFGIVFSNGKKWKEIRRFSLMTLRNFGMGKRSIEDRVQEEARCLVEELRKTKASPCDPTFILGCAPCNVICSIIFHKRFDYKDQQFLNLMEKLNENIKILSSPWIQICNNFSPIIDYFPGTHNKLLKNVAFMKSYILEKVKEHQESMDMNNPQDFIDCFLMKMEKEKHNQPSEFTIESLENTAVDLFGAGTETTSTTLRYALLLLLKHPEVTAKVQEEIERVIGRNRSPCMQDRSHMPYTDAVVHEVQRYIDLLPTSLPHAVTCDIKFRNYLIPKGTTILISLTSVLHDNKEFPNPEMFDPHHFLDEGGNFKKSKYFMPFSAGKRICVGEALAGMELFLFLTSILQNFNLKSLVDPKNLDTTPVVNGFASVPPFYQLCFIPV
# Plk1 PBD FP: Plk1 polo box domain binding inhibitors, primary screen, biochemical, fluorescence polarization | Plk1 PBD phosphopeptide binding | inhibition, %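 (tested at about 20 µM)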 | AID 693, 2007 | 0.13% of 97,000 active; in the data active = inhibition above about 34%, passing the limit was not always enough
# Target sequence (P53350 whole entry, looked up, the tested form may be a part): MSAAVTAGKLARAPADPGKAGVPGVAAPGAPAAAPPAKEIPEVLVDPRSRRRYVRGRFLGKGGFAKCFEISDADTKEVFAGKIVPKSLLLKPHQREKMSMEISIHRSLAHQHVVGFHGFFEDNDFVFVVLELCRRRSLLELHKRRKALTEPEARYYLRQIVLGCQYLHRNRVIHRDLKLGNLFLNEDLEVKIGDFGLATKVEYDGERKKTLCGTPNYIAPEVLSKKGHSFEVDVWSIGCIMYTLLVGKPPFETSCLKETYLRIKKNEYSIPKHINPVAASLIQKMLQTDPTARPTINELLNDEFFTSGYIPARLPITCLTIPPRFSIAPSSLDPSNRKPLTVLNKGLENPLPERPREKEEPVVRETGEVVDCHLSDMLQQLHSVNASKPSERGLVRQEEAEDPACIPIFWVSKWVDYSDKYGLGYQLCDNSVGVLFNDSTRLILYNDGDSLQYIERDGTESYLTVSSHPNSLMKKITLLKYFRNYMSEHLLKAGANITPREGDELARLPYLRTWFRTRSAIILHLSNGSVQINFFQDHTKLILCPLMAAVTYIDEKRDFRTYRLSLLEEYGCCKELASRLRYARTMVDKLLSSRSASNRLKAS
# PLAP activator: PLAP enzyme activators, biochemical, luminescence, HTS; purified PLAP enzyme, luminescent substrate read-out; active compounds read high; 1.2% of 96,000 active; activation fold at 20 µM; Alkaline phosphatase, placental type (Homo sapiens), P05187; in the data active = activation fold above about 2
# PLK1 inh: human PLK1 kinase inhibitors, primary screen, biochemical, TR-FRET; 0.53% of 97,000 active; AID 619, 2007; recombinant PLK1 kinase, TR-FRET peptide phosphorylation; Serine/threonine-protein kinase PLK1 (Homo sapiens), P53350; inhibition, % at 10 µM;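 active = inhibition of 50% or more in the single-concentration screen; inactive = inhibition below 50%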;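 note: 0% = DMSO max control and 100% = H-89 dihydrochloride min control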
# EphB4 antag: EphB4-ephrin-B2 interaction antagonists, primary screen, biochemical, TNYL-RAW peptide probe, fluorescence polarization | EphB4 LBD / TNYL-RAW-Alexa532 peptide | inhibition, % at 7 µM | 0.15% of 97,000 active;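 active = inhibition above the screen-wide mean inhibition plus 3 SD, cut at about 15% in these data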;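 note: 0% = DMSO wells and 100% = excess unlabeled TNYL-RAW peptide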
# CYP2C9 act: human CYP2C9 activators, primary screen, biochemical, luminescence | Cytochrome P450 2C9 (Homo sapiens), P11712 | recombinant CYP2C9, luciferin-H conversion; active compounds read high; factor 1 = untreated enzyme, 0 = blocked | activation factor at 5 µM | 1.4% of 96,000 active;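 active = activation factor of 2 or more for CYP2C9 at a 5 µM dose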;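 note: 0 = sulfaphenazole-blocked wells and 1 = vehicle-only wells; values of inactives mirror those of a sister screen read the other way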
# CYP2C19 act: human CYP2C19 activators, primary screen, biochemical, luminescence; AID 1025, 2008; recombinant CYP2C19, luciferin-H EGE luminescence; active compounds read high; 0 = fully inhibited enzyme, 1 = untreated enzyme; activation factor at 5 µM; Cytochrome P450 2C19 (Homo sapiens), P33261; 96,000 tested, under 10 active;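 active = activation factor of at least 2 at 5 µM in the primary screen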;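 note: 0 = wells with 2.5 mM tranylcypromine and 1 = vehicle-only wells; values of inactives mirror those of a sister screen read the other way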
# CYP2C19 inh: blockers of cytochrome P450 2C19 activity – biochemical, luminescence, ADME assay, primary screen; P33261; CYP2C19 Supersomes, luciferin-H EGE luminescence, 30 min; inhibition, % at 5 µM; 21% of 96,000 active;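 active = CYP2C19 inhibition above a set limit at 5 µM in the primary screen, cut at about 50% in these data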;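 note: plate controls were negative control wells for no effect and 2.5 mM tranylcypromine positive control for full effect; values of inactives mirror those of a sister screen read the other way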
# HIV Rev-RRE inh: HIV-1 Rev-RRE binding inhibitors, primary screen, biochemical, FRET, protein-RNA interaction; AID 704, 2007; Rev peptide-RRE RNA binding; P05866; inhibition, % at 8 µM; 0.79% of 97,000 active;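 active = inhibition above the screen-wide mean plus 3 SD, cut at about 35% in these data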;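 note: 0% = median DMSO wells and 100% = median Neomycin B control wells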
#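 Test system: Cy5-tagged RRE RNA duplex with fluorescein-tagged Rev peptide | Read-out: % inhibition of FRET ratio versus controls | Probe or stimulus: Labelled Rev peptide | Incubation: 5 min RNA-compound premix plus 15 min binding step, 25 °C | Technique: FRET fluorescence readout | Benchmarks: DMSO low control, neomycin B high control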
# An asterisk follows results filed as active; x = no result given.
SMILES,CYP2C9 inhib,Plk1 PBD FP,PLAP activator,PLK1 inh,EphB4 antag,CYP2C9 act,CYP2C19 act,CYP2C19 inh,HIV Rev-RRE inh
COc1ccc(-n2c3c(cc(C(=O)NC4CCSC4=O)c2=O)C(=O)CC(C)(C)C3)cc1 (stereo unspecified),-9,8,1.5,0,2,1.1,1,1,2
COC(=O)c1ccc(C(=O)OC)c(NC(=O)CCc2ccc(C)o2)c1,37,-8,1.1,-8,-6,0.6,0.5,51*,1
CCOC(=O)c1c(C)[nH]c(C(=O)Cn2nnc(-c3ccc(Cl)cc3)n2)c1C,4,2,0.9,-11,-1,1,1,5,3
CCOC(=O)c1sc2nccc(N(C)C)c2c1N=CN(C)C,11,24,1.3,-13,-3,0.9,1,0,-2
O=S(=O)(CCN1CCN(C(c2ccccc2)c2ccccc2)CC1)C(F)(F)F,9,-8,0.9,-5,-3,0.9,0.9,7,7
CCN(C(=O)Cc1ccc(Br)cc1)C1CCCCC1,37,-3,1,-4,3,0.6,0.8,22,7
CN(C)c1nc(N)nc(CSc2nnnn2-c2cccc3ccccc23)n1,-25,-15,0.7,-6,-1,1.3,0.8,24,7
Cc1ccc(C(=O)NC(C)(COc2nonc2C)COc2nonc2C)cc1,72*,3,1.1,-3,-5,0.3,0.1,94*,8
Cn1c(CCNC(=O)c2ccccc2Cl)n[nH]c1=S,-11,-17,1,-3,7,1.1,1.1,-12,6
Cc1ccc(C(O)CN2C3=NCCCN3c3ccccc32)cc1 (stereo unspecified),x,4,x,-13,4,x,x,x,-5
O=C(CN(Cc1ccc(F)cc1)S(=O)(=O)c1ccccc1)N1CCCCC1,45,9,1.8,-8,8,0.5,0.3,65*,10
Cn1c(=O)n(CC(=O)OCc2ccccc2)c(=O)c2c1nc1n2CCCN1C1CCCCC1,x,11,x,-10,-4,x,x,x,-3
CCCNC(=S)NC1CC2CCCC(C1)N2CC(C)C (stereo unspecified),-4,-4,1.1,-9,4,1,0.9,6,10
CCOC(=O)CC(=O)CSc1nc(C)nc2c1oc1ccccc12,41,5,1.2,-6,-8,0.6,0.7,32,3
CC1CCC/C(=C\Nc2ccc3c(c2)OCO3)C1=O (stereo unspecified),19,-7,1.1,1,3,0.8,0.7,25,6
Cc1ccsc1C(=O)NNC(=O)C1CCCCC1C(=O)O (stereo unspecified),x,0,x,1,-11,x,x,x,-1
COc1c(Cl)cc(C(=O)Nc2ccccc2C(=O)O)cc1Cl,73*,-13,1.1,-1,3,0.3,1,5,3
O=C(Nc1cccc(C(=O)O)c1)/C(=C\c1ccccc1)NC(=O)c1ccccc1Cl,-6,11,1,-7,-1,1.1,1.2,-19,2
CC(C)c1ccc(OCC(O)Cn2cnc3ccccc32)cc1 (stereo unspecified),8,-12,1.3,-6,1,0.9,0.9,7,16
Cc1cccc(C)c1OCC(=O)N=Nc1c(O)[nH]c2ccc(Br)cc12,88*,-21,1.9,-2,4,0.1,0.7,33,17
Cc1ccc(-c2cnc(-c3ccncc3)o2)cc1,64*,7,0.9,-1,-4,0.4,0,98*,2
COc1cc(NC(=O)c2cc(C(C)C)on2)c(OC)cc1Cl,7,0,1.5,-5,3,0.9,0.9,10,15
Cc1nc(NC(=O)c2ccccc2)sc1-c1csc(Nc2ccc(F)cc2)n1,-87,2,1,-11,-1,1.9,0.2,78*,4
COC(=O)c1[nH]c2ccc(C)cc2c1NC(=O)Nc1ccc(OC)cc1,6,4,1.1,-14,-7,0.9,0.5,54*,-3
Cc1cc(C)nc(N2CCC(C(=O)NCc3cccs3)CC2)n1,-23,-6,1,-11,5,1.2,1,1,10
O=C(c1ccccc1)C(Sc1ncn[nH]1)c1ccccc1 (stereo unspecified),x,12,x,1,4,x,x,x,4
CCCCn1c2nc3ccccc3nc2c2c(=O)n(CCC(C)C)cnc21,13,0,0.9,0,6,0.9,0.9,14,12
C=CCc1c(O)nc(SCC(=O)c2ccccc2)[nH]c1=O,38,-18,1,-9,1,0.6,1,4,6
CCCCCOC(=O)C1=C(C)Nc2nnnn2C1c1ccccc1Cl (stereo unspecified),8,-13,1.3,9,5,0.9,1,4,23
CCCn1nnnc1SCC(=O)Nc1nnc(CC)s1,36,-4,1.2,-11,-14,0.6,0.9,7,-2
COc1ccc(CCNC(=O)c2c(O)c3c([nH]c2=O)CCCC3)cc1,38,-8,0.8,10,-5,0.6,0.8,19,-3
O=C(Cn1cccc1C(=O)c1ccccc1)NCCN1CCCCCC1,-15,25,1.2,3,-3,1.2,1,-4,1
CCC1(C)Cc2c(sc3c2c(=O)n(C)c2nnc(SCC(=O)c4ccc(Cl)cc4)n32)CO1 (stereo unspecified),x,10,x,-7,-3,x,x,x,2
COC(=O)c1ccc(NC(=O)C23CCC(C)(C(=O)O2)C3(C)C)cc1 (stereo unspecified),2,-1,0.9,-3,9,1,1,0,3
Cc1cccc(NC(=O)c2ccccc2[N+](=O)[O-])n1,-20,46,1.2,-16,-7,1.2,1.1,-12,0
CN1/C(=C\C(=O)C(F)F)C(C)(C)c2ccccc21,53*,15,1.1,1,2,0.5,0.7,34,7
Nc1nnc(CC(=O)N/N=C/c2cccc([N+](=O)[O-])c2)s1,0,29,1,-16,-1,1,1.1,-7,3
CCOc1cc(C(=O)Nc2ccon2)cc(OCC)c1OCC,19,-21,0.9,-8,-4,0.8,1.1,-11,0
CCC(=O)Nc1nnc(SCCOC)s1,-18,-14,1.1,-7,7,1.2,1.1,-9,7
O=C(Cn1cc(C(=O)c2ccco2)c2ccccc21)NC1CCCC1,42,-22,1,-9,6,0.6,0.6,40,3
COc1ccccc1-c1noc(-c2ccccc2C(=O)Nc2ccccc2)n1,4,-25,1,-14,-7,1,1.1,-9,4
CN1C(=O)c2ccc(C(=O)NC3CCCCC3)cc2C1=O,12,-28,1,-6,1,0.9,0.9,10,3
CCN1CCN(C(=O)CSCc2nc(-c3ccc(OC)c(OC)c3)oc2C)CC1,-9,-16,1.7,-7,2,1.1,0.9,10,7
Cc1sc(NC(=O)CSc2nnc(-c3ccccc3)o2)c(C#N)c1C,38,-25,1,-10,-4,0.6,0.6,42,4
CCOC(=O)c1ccc(NC(=O)N2CCN(Cc3cccc(F)c3)CC2)cc1,39,-16,1.3,-2,-5,0.6,0.6,39,9
COc1ccc(C(C)=O)cc1COC(=O)c1ccc2c(c1)OCO2,30,-13,0.9,-4,6,0.7,0.9,11,6
Cc1cc(C)c2oc(-c3cccc(NC(=O)c4ccc(F)cc4)c3)nc2c1,-10,9,1,-13,-3,1.1,1.1,-12,6
CCOc1ccc(-c2nnc(NC(=O)c3ccc(OCC(C)C)c(OC)c3)o2)cc1,0,3,1.1,6,0,1,0.9,14,3
N#CC1=C(N)N(c2ccc(Oc3ccccc3)cc2)C(=O)C1,52*,-12,1.3,0,-9,0.5,0.5,46,-24
CCNC(=O)c1c(O)c2cccc3c2n(c1=O)CC3,10,0,1.2,-11,10,0.9,0.9,9,7
# (continued)
SMILES,CYP2C9 inhib,Plk1 PBD FP,PLAP activator,PLK1 inh,EphB4 antag,CYP2C9 act,CYP2C19 act,CYP2C19 inh,HIV Rev-RRE inh
NC(=O)C1(NC(=O)[C@@H]2CC3(CC(c4cccc(NC(=O)c5cc([N+](=O)[O-])cc([N+](=O)[O-])c5)c4)=NO3)CN2C(=O)c2ccccc2)CC1 (stereo partly specified),18,0,1.4,2,0,0.8,0.7,34,0
CC(C)n1c(NCCc2ccccc2)nc2c1c(=O)n(C)c(=O)n2C,x,-5,x,-1,2,x,x,x,7
COc1ccccc1NC(=O)c1cnc2n(c1=O)CCS2,0,-10,0.9,-4,-2,1,1,-2,-3
O=C(CC1(O)C(=O)Nc2ccccc21)c1ccccc1 (stereo unspecified),-15,-12,1,65*,-1,1.2,0.9,7,7
COc1cc(OC)cc(-c2nc3nc(C)c(CCC(=O)NCc4ccco4)c(C)n3n2)c1,16,-16,1.4,-8,5,0.8,0.9,6,2
CCCCC(=O)Nc1sc(C(=O)N(CC)CC)c(C)c1C(=O)OC,x,-5,x,-7,-3,x,x,x,0
Cc1cccc2c1N1C(=O)c3c(C(=O)O)cccc3C1CC2C (stereo unspecified),x,-4,x,-14,-8,x,x,x,1
N#CCCCSc1nnc(-c2ccccn2)o1,0,13,0.9,-11,1,1,1,4,6
CC1=CCC(C(=O)O)(C(=O)N/N=C/c2cccs2)C(c2ccc(F)cc2)C1 (stereo unspecified),67*,13,1.3,-7,-9,0.3,0.9,8,2
Cc1cc(C)cc(NC(=O)c2nnn(Cc3cc(C)ccc3C)c2N)c1,68*,-20,0.8,-7,1,0.3,0.7,31,15
COc1ccc(/C=C/C(=O)c2c(C)nc3ccccn23)cc1,21,-20,1,-7,7,0.8,0.6,43,4
COc1ccccc1NS(=O)(=O)c1ccc2oc(SC3CCOC3=O)nc2c1 (stereo unspecified),40,12,1.4,-6,12,0.6,0.5,53*,2
CC12CCC(C/C1=N\OC(=O)c1ccc(F)cc1)C2(C)C (stereo unspecified),x,17,x,-9,2,x,x,x,13
CC1(C)Cc2c(ccc3ccccc23)C(c2cc3ccccc3oc2=O)=N1,20,-10,1.1,-14,-3,0.8,0.8,19,4
COc1ccc(N2CCN(c3nc(Cl)nc(N4CCOCC4)n3)CC2)cc1,x,8,x,-5,-1,x,x,x,1
CC(C)(C)c1csc(NC(=O)c2ccc3nccnc3c2)n1,34,-15,1.1,0,0,0.7,0.9,10,19
COc1cccc(NC(=O)CSc2nnc(C)s2)c1,15,22,0.8,-1,3,0.8,0.7,26,9
Cc1noc(C)c1S(=O)(=O)N(CC(=O)N1CCc2ccccc21)c1ccc(C(C)C)cc1,19,-5,1.2,-14,-12,0.8,1,3,15
CC(=O)Nc1ccc(NC(=O)c2oc3cc(C)c(C)cc3c2C)cc1,-1,x,1,x,x,1,1,-1,x
Cc1noc(C)c1S(=O)(=O)N1CCC(C(=O)N2CCN(c3ccc(F)cc3)CC2)CC1,7,-15,1.6,-8,1,0.9,1.1,-9,6
Cc1ccc2c(c1)c1c(n2CC(O)CNC(C)(C)C)CCCC1 (stereo unspecified),-1,-14,1.5,-10,2,1,0.7,28,3
CCn1c(-c2ccc(C)cc2)n[nH]c1=S,32,23,0.7,-12,-4,0.7,0.6,45,2

# An excerpt from above in order of number of heavy atoms, descending:
SMILES,CYP2C9 inhib,Plk1 PBD FP,PLAP activator,PLK1 inh,EphB4 antag,CYP2C9 act,CYP2C19 act,CYP2C19 inh,HIV Rev-RRE inh
COc1ccccc1NS(=O)(=O)c1ccc2oc(SC3CCOC3=O)nc2c1 (stereo unspecified),40,12,1.4,-6,12,0.6,0.5,53*,2
CC1(C)Cc2c(ccc3ccccc23)C(c2cc3ccccc3oc2=O)=N1,20,-10,1.1,-14,-3,0.8,0.8,19,4
CC(=O)Nc1ccc(NC(=O)c2oc3cc(C)c(C)cc3c2C)cc1,-1,x,1,x,x,1,1,-1,x
Cc1ccc2c(c1)c1c(n2CC(O)CNC(C)(C)C)CCCC1 (stereo unspecified),-1,-14,1.5,-10,2,1,0.7,28,3
CC(C)(C)c1csc(NC(=O)c2ccc3nccnc3c2)n1,34,-15,1.1,0,0,0.7,0.9,10,19
CC12CCC(C/C1=N\OC(=O)c1ccc(F)cc1)C2(C)C (stereo unspecified),x,17,x,-9,2,x,x,x,13
